TEAD-YAP inh: TEAD-YAP interaction inhibition; HEK-TIYL cells, TEAD-Gal4/YAP UAS-luciferase luminescence; inhibition, % at 9.12 µM; hit rate 1.4% among 640,000; AID 1259422; in the data active = inhibition above about 32%;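 also: 0% = median of test compound wells and 100% = reference inhibitor wells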
MITF inh: blocks human microphthalmia-associated transcription factor. AlphaScreen MITF homodimerization, bead proximity signal. O75030. inhibition, % at 2.6 µM. hit rate 0.91% among 650,000; in the data active = inhibition above about 50%;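 also: 0% = vehicle wells with protein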
Target sequence (O75030 whole entry, looked up): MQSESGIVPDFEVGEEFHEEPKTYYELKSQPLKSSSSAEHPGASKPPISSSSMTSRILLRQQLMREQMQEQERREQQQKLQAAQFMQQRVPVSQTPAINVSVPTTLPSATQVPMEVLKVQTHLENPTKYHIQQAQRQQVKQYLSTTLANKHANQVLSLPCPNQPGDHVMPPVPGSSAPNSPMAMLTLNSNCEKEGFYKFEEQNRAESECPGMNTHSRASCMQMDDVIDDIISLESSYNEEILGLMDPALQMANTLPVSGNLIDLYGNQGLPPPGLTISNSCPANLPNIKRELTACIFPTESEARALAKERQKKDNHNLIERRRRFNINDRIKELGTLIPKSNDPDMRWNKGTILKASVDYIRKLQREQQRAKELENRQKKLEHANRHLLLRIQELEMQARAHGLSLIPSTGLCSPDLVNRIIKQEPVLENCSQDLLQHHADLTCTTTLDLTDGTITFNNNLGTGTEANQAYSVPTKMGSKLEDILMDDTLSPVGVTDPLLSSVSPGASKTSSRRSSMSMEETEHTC
FBW7 activator: human FBW7 E3 ligase activation, primary screen. Q969H0. AlphaScreen FBW7–phospho-cyclin E peptide binding, activator screen. normalized activity (activation), % at 26.1 µM. hit rate 0.13% among 650,000; in the data active = normalized activity above about 1.9%;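 also: purified mutant Fbw7 with reduced substrate affinity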
GPR151 activ: activators of human GPR151; AID 1508602; Q8TDV0; hit rate 1% among 650,000; activation, % at 11.2 µM; PathHunter beta-arrestin GPR151 cells, luminescence; in the data active = activation above about 4.9%;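 also: 0% = median of compound wells and 100% = cells with positive control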
Target sequence (Q8TDV0 whole entry, looked up): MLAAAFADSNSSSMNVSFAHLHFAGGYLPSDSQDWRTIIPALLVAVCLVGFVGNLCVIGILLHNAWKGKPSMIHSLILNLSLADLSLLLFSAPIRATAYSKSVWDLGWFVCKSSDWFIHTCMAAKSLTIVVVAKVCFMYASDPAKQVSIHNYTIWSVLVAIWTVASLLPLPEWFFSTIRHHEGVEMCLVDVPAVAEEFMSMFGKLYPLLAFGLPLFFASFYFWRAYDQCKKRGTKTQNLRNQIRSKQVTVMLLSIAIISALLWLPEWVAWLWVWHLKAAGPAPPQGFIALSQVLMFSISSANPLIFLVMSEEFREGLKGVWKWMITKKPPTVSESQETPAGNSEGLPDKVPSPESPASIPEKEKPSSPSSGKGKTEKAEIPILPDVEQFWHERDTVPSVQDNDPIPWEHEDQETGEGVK
* hit, by the source's call. An unsorted share of the library (roughly 3.5% active in at least one column).

SMILES	TEAD-YAP inh	MITF inh	FBW7 activator	GPR151 activ
COC(=O)Nc1ccc(S(=O)(=O)N2CCC(C(=O)Nc3cccc(OC)c3)CC2)cc1	7	13	0.0	1.6
CCN(c1ccccc1)S(=O)(=O)c1cc(C(=O)Nc2ccc(Br)cc2)ccc1F	4	6	0.0	-0.4
O=C(c1ccco1)N1CCN(C(=O)c2ccccc2[N+](=O)[O-])CC1	-7	-5	0.1	4.4
COc1ccccc1NC(=S)N(CCN(C)C)C(C)c1ccco1 (stereo not given)	-13	6	0.1	2.7
C=CCNC(=O)CN1C(=O)COc2ccc(C)cc21	-4	5	-0.1	-0.2
CCOc1ccc(NC(=S)NC(=O)c2ccc(OC)cc2)c([N+](=O)[O-])c1	-13	-18	-0.1	1.8
COc1ccc2c(c1)-c1nc(/N=C\c3ccc(C)o3)sc1CC2	0	13	0.1	0.0
Cc1cccc(C(=O)NCCCN(C)C)c1	-3	-2	0.1	7.7*
COc1ccc(Cl)cc1NC(=O)CN1C(=O)CSC1=O	0	-17	-0.1	0.0
CC(C)Oc1ccc(C2Oc3ccccc3C3CC(c4ccccc4)=NN32)cc1 (stereo not given)	-43	4	-0.1	-0.5
CCOC(=O)c1sc2nc(SCC(=O)NC3CCCCC3)n(Cc3ccc4c(c3)OCO4)c(=O)c2c1C	-7	-1	0.1	1.1
COc1cccc(C(=O)Nc2cc(C(F)(F)F)ccc2N2CCOCC2)c1	-4	-2	-0.2	-1.2
CCCC(C)C(=O)Nc1cc([N+](=O)[O-])ccc1F (stereo not given)	7	4	0.7	0.5
CC(=O)c1cccc(NC(=O)c2cc(-c3cccc(O)c3)on2)c1	-25	0	-0.1	-0.7
Cn1c(OCc2ccco2)nc2c1c(=O)n(Cc1ccc(Cl)cc1)c(=O)n2C	3	12	-0.1	1.9

Looked up above.
FBW7 activator result of COC(=O)Nc1ccc(S(=O)(=O)N2CCC(C(=O)Nc3cccc(OC)c3)CC2)cc1 is entered as 0.0
MITF inh result of CCN(c1ccccc1)S(=O)(=O)c1cc(C(=O)Nc2ccc(Br)cc2)ccc1F is entered as 6

Next section:
SMILES	TEAD-YAP inh	MITF inh	FBW7 activator	GPR151 activ
Cc1ccc(S(=O)(=O)N(C)C)cc1NC(=S)NC12CC3CC(CC(C3)C1)C2	-8	-4	0.1	0.1
O=C1CC(c2ccc(F)cc2)c2ccc3ccccc3c2N1 (stereo not given)	2	-3	-0.3	3.2
Cc1occc1C(=O)NC(C)c1nnc2n1CCN(Cc1cc3ccccc3s1)CC2 (stereo not given)	-25	12	0.0	-0.3
COc1cccc(NC(=O)C2CCCN(S(=O)(=O)c3ccc4c(c3)oc(=O)n4C)C2)c1 (stereo not given)	13	-17	0.2	2.1
CCOCCCNC(=O)C(CC)n1c(C)c2cnn(-c3ccccc3)c(=O)c2c1C (stereo not given)	-8	1	-0.1	-2.6
COc1ccccc1CCc1nnc(CCC(=O)NCCC2CCCCO2)o1 (stereo not given)	-3	3	0.1	2.8
COc1ccc(-c2cnnc(NCCN3CCCCC3=O)n2)cc1	-51	0	0.5	3.8
O=C(NCc1cccnc1)c1ccccc1C(=O)c1ncc[nH]1	-1	-17	0.0	2.1
CCOC(=O)c1c(C)n(C)c2c1cc(OC(=O)c1ccc(Br)cc1)c1ccccc12	-2	7	0.0	-2.2
CCOC(=O)C1=CN(C)C=C(C(=O)OCC)C1c1ccc([N+](=O)[O-])cc1	-2	5	-0.2	-0.4
CCn1ncc(/C=C2\CCCC3=C2OC(N)=C(C#N)C3c2cnn(CC)c2C)c1C (stereo not given)	-4	2	0.3	-0.1
O=C(Nc1ccc(I)cc1)Nc1cccs1	-38	1	-0.1	3.6
CC(=O)N(C)c1ccc(N=NC2C(=O)N(C(N)=S)N=C2C)cc1 (stereo not given)	-55	-2	-0.3	-7.4
O=C1NC(c2ccccc2O)Nc2ccccc21 (stereo not given)	-12	-12	0.1	-1.4
CCn1c(CSc2ncccn2)nnc1SCC(=O)NC1CCCCC1	13	10	0.1	-1.0
COC(=O)CN1C(=O)S/C(=C/c2ccc(F)cc2)C1=O	0	14	0.3	1.5
O=C(CCNC(=O)OCc1ccccc1)NC1CCCCC1	7	17	0.9	0.8
CCOC(=O)c1ccccc1NC(=O)CN(c1ccc(OC)c(OC)c1)S(=O)(=O)c1ccc(C)cc1	2	14	0.4	-0.1
CN1CCN(CCN2C(=O)c3ccccc3C2=O)CC1	-2	3	0.0	1.3
O=C(NCc1ccccc1Cl)NC12CC3CC(CC(C3)C1)C2	-10	-9	-0.1	-0.5
COc1ccc2c(c1)OC/C(=C\c1cccs1)C2=O	-45	10	-0.2	-1.3
COC(=O)[C@H]1CCc2ccccc2N1C(=O)c1ccccc1F	7	-14	-0.1	-0.3
Cc1c2cnn(CC(=O)O)c(=O)c2c(C)n1Cc1ccccc1	3	23	-0.2	-0.5
Cc1noc(C)c1-c1nc(N)c2[nH]cnc2n1	-11	8	0.3	2.3
COc1ccc(N(CC(=O)Nc2ccc(Cl)cc2)S(=O)(=O)c2c(C)n[nH]c2C)cc1	4	-8	-0.2	-0.8
Nn1c(-c2ccc(Br)cc2)n[nH]c1=S	6	11	0.1	-1.5
COc1ccc(OC)c2c1cc(C(=O)O)n2CC(C)=O	3	27	-0.1	1.2
O=C(c1ccc(-c2cnn(-c3ccccc3)c2)nc1)N1CCc2ccccc2C1	-24	13	1.2	-2.2
CCC(=O)c1ccc(OCC(O)CN2CCc3ccccc3C2)cc1 (stereo not given)	7	7	-0.1	1.8
O=P(c1ccccc1)(c1ccccc1)C1CCCO1 (stereo not given)	-4	2	0.0	0.2
O=C(NCC1CCCO1)C1CC(=O)N(c2ccc(OCc3ccccc3Cl)cc2)C1 (stereo not given)	-2	-2	0.3	2.2
C=C(C)CC(NCCc1ccccc1)c1ccco1 (stereo not given)	4	9	0.1	-0.6
Cc1cccc(C(O)C(O)(C#Cc2ccccc2)C#Cc2ccccc2)c1 (stereo not given)	-7	7	-0.1	0.2
Cc1ccc(-c2cc(C(=O)N3CCOCC3)c3ccccc3n2)cc1	-10	-6	0.0	-1.1
Cc1nc2c(C(=O)O)cnn2c(C)c1Cc1ccccc1	-4	8	0.2	0.4
CCOc1ccc(C(=O)NC(=S)Nc2cccc(C)n2)cc1[N+](=O)[O-]	1	7	0.2	-1.1
Cc1nc(CC2(C)C(=O)Nc3cc(C(F)(F)F)ccc32)cs1 (stereo not given)	6	0	0.1	1.1
C=C1N(c2nc(C)cc(C)n2)C(=O)OC1(C)C	5	-1	0.0	1.4
Cc1ccc(N2C(=O)N(c3ccc(C)cc3)C3CS(=O)(=O)CC32)cc1 (stereo not given)	-6	-5	0.1	0.5
C=CCNC(=S)NC(=O)c1ccccc1I	11	10	0.1	-2.3
O=C(CCn1c(SCC(=O)NC2CCCCC2)nc2ccccc2c1=O)NCCc1ccccc1	-10	2	-0.2	0.6
CNC(=O)C1Cc2ccccc2N1C(=O)NCc1ccc(OC)c(OC)c1 (stereo not given)	10	5	0.0	1.1
CNS(=O)(=O)c1ccc(NC(=O)Nc2ccc([N+](=O)[O-])cc2)cc1	4	5	-0.2	1.3
Cc1ccc(C)c(N2C(=O)CN(S(C)(=O)=O)CC2(C)C(=O)NC2CCCCCCC2)c1 (stereo not given)	0	7	0.1	2.6
Cc1[nH]c(=O)[nH]c(=O)c1S(=O)(=O)N1CCCC(C(=O)NCCC2=CCCCC2)C1 (stereo not given)	3	1	-0.2	-1.2
Cc1ccc(C)c(NC(=O)Cn2c(C)c(C=O)c3ccccc32)c1	10	-5	0.1	0.1
COc1ccc(C2(CNC(=O)c3cc([N+](=O)[O-])cc([N+](=O)[O-])c3)CCOCC2)cc1OC	-2	-3	0.1	0.1
CCc1ccccc1N(CC(=O)NC1CC1)S(=O)(=O)c1ccc(C)cc1	10	-1	-0.1	-0.1
CC(C)c1ccc(/C=C2\N=C(c3ccc([N+](=O)[O-])cc3)OC2=O)cc1	3	4	-0.1	3.2
Cc1cccc(Nc2nnc(SCC(=O)NC(=O)NC(C)C)s2)c1	-43	-1	0.2	-0.2
O=C1C2C(C(=O)N1/N=C/c1cc3c(cc1Br)OCO3)C1C=CC2C12CC2 (stereo not given)	-19	-26	1.3	1.0
Cc1cc(-c2ccccc2)nc2cc(C(=O)Nc3cccc(C(F)(F)F)c3)nn12	-7	-15	-0.1	2.1
COc1cc(OC)c([N+](=O)[O-])cc1/C=C1/SC(=S)NC1=O	-5	19	0.2	-0.2
COc1ccccc1NS(=O)(=O)c1c[nH]c(=O)[nH]c1=O	0	12	1.2	-0.4
Cc1cc(N2CCN(C)CC2)nc2ccc(NC(=O)c3ccccc3Cl)cc12	-16	-10	-0.1	-1.2
COc1cccc(CNC(=O)c2cn3ccc(-c4cn[nH]c4)cc3n2)c1	-3	3	0.3	0.7
CCOc1ccc(NS(=O)(=O)c2ccccc2[N+](=O)[O-])cc1	-11	-26	-0.1	-0.7
CCN(CC)CCCC(C)NC(=O)c1c(O)c2c([nH]c1=O)CCCC2 (stereo not given)	5	11	0.5	-0.7
CC(C)OCCNC(=O)CC1C(=O)NCCN1Cc1ccc(F)cc1Cl (stereo not given)	-2	18	0.3	0.2
COc1cc(OC)c(Nc2nc3ccccc3n3c(C)nnc23)cc1Cl	6	2	0.0	-0.3

Further entries
SMILES	TEAD-YAP inh	MITF inh	FBW7 activator	GPR151 activ
O=C(c1ccccc1F)N(CCCO)Cc1cc2cc3c(cc2[nH]c1=O)OCCO3	-1	1	0.0	0.9
Cc1cc(S(=O)(=O)N2CCCC(C(=O)c3sccc3C)C2)c(C)s1 (stereo not given)	-3	-7	-0.1	1.9
O=C(Nc1ccccc1Cl)N1CCN(c2ccc3nnc(-c4ccccc4)n3n2)CC1	3	-3	0.0	3.5
CCOC(=O)c1c(NC(=O)CCc2ccccc2)sc2c1CCN(C(=O)OCC)C2	4	11	0.0	-1.1
NS(=O)(=O)c1ccc(NC(=O)COc2ccccc2Cl)cc1	-7	4	-0.3	-1.0
CCn1cc(C(=O)OCC(=O)Nc2ccc(Br)cc2)c(=O)c2ccc(C)nc21	12	2	0.8	-1.2
CC1CCN(c2ccc3nc4ccccc4c(=O)n3n2)CC1	76*	-4	0.2	-7.7
CN(CCC#N)C(=S)NC1CCCCC1	-3	-1	0.0	-0.6
COc1ccc(C(=O)N(C)Cc2ccccc2)cc1I	2	3	-0.1	4.5
COC(=O)C1=C(C)NC2=C(C(=O)CCC2)C1c1ccccc1[N+](=O)[O-] (stereo not given)	14	5	0.4	-0.7
COc1ccc(/C=C2\C(=O)NN(c3ccccc3)C2=O)c(OC)c1OC	2	7	0.1	-1.4
CCCNC(=S)N1CC2(C)CN(C(=O)C(=O)OC)CC(C)(C1)C2=O	2	0	-0.2	2.5
N#CC(C#N)=C(N)/C(C#N)=C/c1cccn1-c1ccc(S(N)(=O)=O)cc1	-1	14	0.0	0.1
COC(=O)c1ccccc1NC(=O)c1nn2c(C(F)(F)F)cc(-c3cc(Br)cs3)nc2c1Br	-2	5	-0.1	-0.2
Cc1ccc(C(=O)Nc2sc(C)c(C)c2C(N)=O)cc1I	-25	2	0.1	-0.1
Cc1cccn2c(=O)c(C=Nc3ccc(Cl)cc3)c(NCCO)nc12	3	2	0.0	-0.2
CCOc1cc(C(=S)N2CCCCC2)ccc1OC	8	10	0.9	-0.6
Cc1ccc(C)c(OCC(=O)OCCN2C(=O)c3ccccc3C2=O)c1	-6	-17	0.1	-0.3
CC1=C(C(=O)Nc2cccnc2)C(c2cccc([N+](=O)[O-])c2)C2=C(CCCC2=O)N1 (stereo not given)	13	10	-0.1	-0.1
Cc1cccc(-n2c(CNC(=O)c3cccs3)nnc2SCC(=O)N2N=C(c3cccs3)CC2c2ccc(F)cc2)c1 (stereo not given)	7	-3	0.0	-0.9

In a second layout: 14 of the compounds above
canonical_smiles,TEAD-YAP inh,MITF inh,FBW7 activator,GPR151 activ
CC1CCN(c2ccc3nc4ccccc4c(=O)n3n2)CC1,76*,-4,0.2,-7.7
CN(CCC#N)C(=S)NC1CCCCC1,-3,-1,0.0,-0.6
COc1ccc(C(=O)N(C)Cc2ccccc2)cc1I,2,3,-0.1,4.5
COC(=O)C1=C(C)NC2=C(C(=O)CCC2)C1c1ccccc1[N+](=O)[O-] (stereo not given),14,5,0.4,-0.7
COc1ccc(/C=C2\C(=O)NN(c3ccccc3)C2=O)c(OC)c1OC,2,7,0.1,-1.4
CCCNC(=S)N1CC2(C)CN(C(=O)C(=O)OC)CC(C)(C1)C2=O,2,0,-0.2,2.5
N#CC(C#N)=C(N)/C(C#N)=C/c1cccn1-c1ccc(S(N)(=O)=O)cc1,-1,14,0.0,0.1
COC(=O)c1ccccc1NC(=O)c1nn2c(C(F)(F)F)cc(-c3cc(Br)cs3)nc2c1Br,-2,5,-0.1,-0.2
Cc1ccc(C(=O)Nc2sc(C)c(C)c2C(N)=O)cc1I,-25,2,0.1,-0.1
Cc1cccn2c(=O)c(C=Nc3ccc(Cl)cc3)c(NCCO)nc12,3,2,0.0,-0.2
CCOc1cc(C(=S)N2CCCCC2)ccc1OC,8,10,0.9,-0.6
Cc1ccc(C)c(OCC(=O)OCCN2C(=O)c3ccccc3C2=O)c1,-6,-17,0.1,-0.3
CC1=C(C(=O)Nc2cccnc2)C(c2cccc([N+](=O)[O-])c2)C2=C(CCCC2=O)N1 (stereo not given),13,10,-0.1,-0.1
Cc1cccc(-n2c(CNC(=O)c3cccs3)nnc2SCC(=O)N2N=C(c3cccs3)CC2c2ccc(F)cc2)c1 (stereo not given),7,-3,0.0,-0.9
